CDK5 inh: inhibitors of human CDK5/p35 kinase, primary screen, biochemical, single concentration; Recombinant CDK5/p35, ADP-Glo luminescence, 60 min; AID 488839, 2010; inhibition, % at 10 µM; 330,000 compounds, 0.01% hits;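 active = highest replicate inhibition of at least 50% and at least 75% of replicates reaching 50%; inconclusive = only one of the two criteria met; inactive = both criteria failed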;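 note: plate controls were DMSO neutral control for no effect and GW8510 at 10 µM for full effect; many of its hits are not listed in these tables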
PKA-R2B act: activators of PKA-R2B holoenzyme, primary screen, biochemical, fluorescence polarization, Cy5-IP20, human | 340,000 compounds, 0.079% hits | activation, % at 11.4 µM | cAMP-dependent protein kinase catalytic subunit beta (Homo sapiens) + cAMP-dependent … | AID 504700, 2011 | PKA-R2B holoenzyme dissociation; R2B truncated from residue 108, S112A mutant; 0% DMSO only, 100% 113 µM cGMP;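 active = activation above a cutoff set at the mean over all compounds plus 3 SD, cut at about 18% in these data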;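 note: higher means more holoenzyme dissociation and a rise in polarization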
PKA-R1A act: activators of PKA-R1A holoenzyme, primary screen, biochemical, fluorescence polarization, Cy5-IP20, bovine R1A, mouse PKAc. cAMP-dependent protein kinase type I-alpha regulatory subunit (Bos taurus) + …. PKA-R1A dissociation; scaled: DMSO 0%, 113 µM cGMP 100%. activation, % at 11.4 µM. 340,000 compounds, 0.083% hits. AID 504707, 2011;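 active = percent activation above the mean of all tested compounds plus 3 SD, cut at about 19% in these data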;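 note: higher means more PKAc released from R1A so a rise in polarization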
SR-BI uptake up: activators of SR-BI mediated DiI-HDL uptake, primary screen, ldlA[mSR-BI] CHO cells, DiI fluorescence. 3 h; 100 = double the neutral-control signal. activation, % at 12.5 µM. 320,000 compounds, 0.096% hits;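 active = mean replicate activation of at least 60% and every replicate at or above 60%; inconclusive = mean or all-replicate condition met, but not both; inactive = mean below 60% and not all replicates reaching 60%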;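 note: 0% = median plate neutral-control signal and 100% = twice that signal; values of inactives mirror those of a sister screen read the other way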
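Material: SR-BI-overexpressing, LDLR-lacking CHO cells; schedule: compound exposure 3 h, 37 °C; reagent: DiI-labelled HDL at 10 µg/mL final; technique: bottom-read fluorescence, 550/595 nm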
MITF TRPM1 HTS: activators of MITF-driven TRPM1 promoter reporter, primary screen, cell-based, SK-MEL-5, luciferase, single point. 300,000 compounds, 0.75% hits. activation, % at 12.5 µM. AID 588334, 2011. SK-MEL-5 TRPM1-promoter luciferase, 24 h; % of positive control, neutral wells = 0;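 active = mean activation of at least 80% with every replicate also reaching 80%; inconclusive = mean reaches 80% but some replicate falls short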;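 note: 0% = neutral control wells and 100% = parthenolide positive control wells; values of inactives mirror those of a sister screen read the other way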
Arrestin-AP2 inh: inhibitors of beta-arrestin/AP2 binding, primary screen, biochemical, GPCR trafficking, flow cytometry | inhibition, % at 10 µM | 340,000 compounds, 0.31% hits | FITC-arrestin peptide / GST-AP2 beads; AP2 beta2 appendage carries R879A mutation | beta-arrestin 1 C-terminal peptide binding to AP2 beta2-adaptin appendage (human);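 active = inhibition above a set limit, near 3 SD of compounds lacking own fluorescence, cut at about 54% in these data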;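 note: plate controls were DMSO wells for no effect and 5 µM unlabelled arrestin peptide for full effect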
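System: GST-AP2 R879A glutathione beads. Medium: PBS with 0.05% Tween 20 and 0.1% BSA. Also added: FITC-arrestin peptide, 50 nM. Incubation: 12 min plus 1 h, RT. Measured by: high-throughput flow cytometry of beads, ex 488, em 535 nm. Evaluation: percent drop in bead-associated FITC signal.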
SR-BI HDL uptake: inhibitors of SR-BI mediated HDL lipid uptake, primary screen, ldlA[mSR-BI] cells, fluorescence, single point. ldlA[mSR-BI] CHO cells, DiI-HDL uptake fluorescence, 3 h. inhibition, % at 12.5 µM. 320,000 compounds, 0.96% hits;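 active = mean replicate inhibition of at least 70% and a set share of replicates each scoring 70 or more; inconclusive = meets just one of the two criteria; inactive = fails both criteria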;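 note: 0% = median of neutral control wells and 100% = median of positive control wells; values of inactives mirror those of a sister screen read the other way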
Target sequence (Q61009 whole entry, looked up): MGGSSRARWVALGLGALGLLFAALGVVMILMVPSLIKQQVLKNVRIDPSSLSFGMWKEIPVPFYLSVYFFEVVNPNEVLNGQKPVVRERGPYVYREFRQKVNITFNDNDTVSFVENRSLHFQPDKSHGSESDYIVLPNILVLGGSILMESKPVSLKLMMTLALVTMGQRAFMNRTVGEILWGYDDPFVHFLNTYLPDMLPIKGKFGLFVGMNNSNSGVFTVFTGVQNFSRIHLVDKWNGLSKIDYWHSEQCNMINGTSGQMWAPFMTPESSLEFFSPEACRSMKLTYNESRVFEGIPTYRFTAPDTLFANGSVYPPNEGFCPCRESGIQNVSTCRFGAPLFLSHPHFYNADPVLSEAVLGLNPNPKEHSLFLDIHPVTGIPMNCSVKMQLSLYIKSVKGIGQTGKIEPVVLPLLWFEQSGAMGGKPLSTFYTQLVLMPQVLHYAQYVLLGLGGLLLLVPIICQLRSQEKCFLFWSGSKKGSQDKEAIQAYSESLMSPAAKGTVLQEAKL
NSD2 HMT inh: NSD2 histone methyltransferase inhibitors, primary screen, biochemical, AlphaScreen, single concentration, set 2; AID 743445, 2014; Histone-lysine N-methyltransferase NSD2 (Homo sapiens), O96028; NSD2 peptide methylation, 120 min; inhibition, % at 12.5 µM; 310,000 compounds, 0.54% hits; in the data active = inhibition above about 50%
dFosB activator: activators of delta FosB homodimer, primary screen, biochemical, fluorescence polarization, TAMRA-CDK5 oligo, single point. Protein FosB (Mus musculus), P13346. activation, % at 25 µM. purified delta FosB; percent of positive-control signal above neutral wells. 340,000 compounds, 0.99% hits;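 active = mean activation above about 17%, with every replicate also reaching it, limit read from the data, passing the limit was not always enough; inconclusive = only one of the two conditions met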;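 note: fluorescence polarization rise as delta FosB binds a TAMRA Cdk5 AP-1 oligo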
Target sequence (P13346 whole entry, looked up): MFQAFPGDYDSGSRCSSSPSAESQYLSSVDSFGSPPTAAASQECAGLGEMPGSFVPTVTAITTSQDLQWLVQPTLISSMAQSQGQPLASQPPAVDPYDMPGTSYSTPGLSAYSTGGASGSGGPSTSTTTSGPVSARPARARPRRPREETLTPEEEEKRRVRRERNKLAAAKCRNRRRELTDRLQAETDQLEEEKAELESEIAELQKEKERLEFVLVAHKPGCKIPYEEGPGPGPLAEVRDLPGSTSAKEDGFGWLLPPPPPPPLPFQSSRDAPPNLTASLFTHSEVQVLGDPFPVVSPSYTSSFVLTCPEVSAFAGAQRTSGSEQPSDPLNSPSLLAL
SUMO Mot1 rescue: yeast Mot1-301 growth rescue at high temperature, primary screen, SUMOylation pathway inhibitor project, S. cerevisiae, ATP luminescence, 38.5C; S. cerevisiae Mot1-301 growth rescue; percent above DMSO median, 100 means doubled; 320,000 compounds, 1% hits; growth rescue, % at 18.8 µM; AID 2716, 2010;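 active = every valid replicate shows activation above 250% relative to neutral control wells; inactive = the rest, any valid replicate at or below 250%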;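 note: OY570 slx delta 5 strain wells were the positive control but not used for scaling; some compounds called inactive have numbers as strong as hits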
Pemphigus Ab inh: inhibitors of pemphigus antibody binding to DSG3, primary screen, biochemical, bead-based, flow cytometry, scFv-GFP; DSG3-coupled beads, scFv-anti-DSG3-GFP binding; stronger effect = lower value; 310,000 compounds, 0.48% hits; binding (percent of control), % at 10 µM; AID 588358, 2011;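 active = binding more than 3 SD below its plate's average and above zero; inconclusive = below that plate limit but binding exactly zero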; note: some compounds called inactive have numbers as strong as hits
Starred values were filed as active, the others as inactive; ? = inconclusive; . = no result given.

SMILES	CDK5 inh	PKA-R2B act	PKA-R1A act	SR-BI uptake up	MITF TRPM1 HTS	Arrestin-AP2 inh	SR-BI HDL uptake	NSD2 HMT inh	dFosB activator	SUMO Mot1 rescue	Pemphigus Ab inh
COc1ccc2c(c1)CCCN2S(=O)(=O)c1ccc(Cl)cc1	-0.6	3.9	-6.6	-44.9	3.9	11.4	44.9	-2.0	-8.8	5.4	105.1
O=[N+]([O-])c1cc(-c2csc(NCCc3nc4cc(Cl)c(Cl)cc4n3CCCO)n2)ccc1Cl	1.2	-1.7	2.3	-34.0	16.5	30.9	34.0	.	-10.2	0.5	102.3
O=C(O)CC/C(=N\Nc1ccc([N+](=O)[O-])cc1)c1ccccc1	-1.0	-2.3	-2.8	-10.9	1.5	37.4	10.9	4.0	6.8	367.3*	100.1
COc1ccc(Cc2nnc(Cl)c3ccccc23)cc1OC	-1.6	-0.2	-4.0	.	-17.1	-2.5	.	-1.5	-6.3	6.3	96.7
Cc1nn(Cc2noc(C(=O)NCCCn3ccnc3)n2)c(C)c1Br	0.7	-7.1	-12.8	22.4	-9.0	1.1	-22.4	0.5	-7.1	-4.0	110.4
Cn1cc(Cl)c(-c2n[nH]c(=S)n2-c2ccccc2)n1	0.1	-2.6	-0.5	31.7	4.9	-3.3	-31.7	-0.5	-7.8	-18.1	123.1
COc1ccccc1C(=O)N1CCN(Cc2nc3cc([N+](=O)[O-])ccc3n2C)CC1	1.0	5.2	-0.4	7.7	12.1	-3.5	-7.7	.	-0.1	54.9	103.1
CCCN(CC(=O)Nc1ccccc1C)C(=O)c1ccc(-c2ccccc2)cc1	-0.3	6.6	4.3	-7.7	1.5	6.4	7.7	0.2	-12.9	-10.5	110.2
CCOC(=O)c1c(SC)nc(SC)c2c1CCC2	-1.1	3.0	-0.4	.	14.7	2.8	.	2.6	-4.1	-14.0	97.2
CCN(Cc1cc(=O)n2cc(Cl)c(C)c(Cl)c2n1)Cc1nc2ccccc2c(=O)[nH]1	-0.2	-8.0	-3.5	-0.8	12.2	-10.2	0.8	1.5	-5.3	-5.6	102.6
O=C(CN1C(=O)C2CC=CCC2C1=O)Nc1ccc(F)cc1F (configuration not stated)	-1.9	0.3	-7.9	34.6	0.0	-2.2	-34.6	0.2	4.1	-7.0	.
Cc1ccccc1Nc1nc(N)nc(COC(=O)CC2CC3CCC2C3)n1 (configuration not stated)	0.4	-5.2	-1.3	25.4	11.0	0.0	-25.4	-0.2	-5.6	6.1	108.2
COc1ccc(OC)c(C(=O)CSc2nc3c(c(=O)n(C)c(=O)n3C)n2C(C)C)c1	1.0	-2.0	2.4	-2.7	30.3	-0.8	2.7	-0.6	-1.8	.	96.6
OCCCc1n[nH]c(=S)n1-c1ccccc1	0.2	0.8	-11.5	13.9	11.9	5.2	-13.9	-0.1	7.0	1.1	96.4
CN1CCN(C(=O)Nc2ccc([N+](=O)[O-])cc2)CC1	-0.1	-2.4	-3.8	-16.5	10.9	-22.6	16.5	1.3	-2.2	-14.3	104.2
COc1ccc(C(=O)Cc2ccc3c(c2)OCO3)c(O)c1	0.8	-4.7	-7.0	4.4	76.6	-14.5	-4.4	-2.7	2.9	7.9	95.0
COc1cccc(-n2ccnc2SCC(=O)Nc2ccccc2F)c1	-0.9	5.1	2.6	-26.6	13.3	-7.7	26.6	12.1	-2.6	3.9	92.9
COCCn1nnnc1C(C(C)C)N1CCSCC1 (configuration not stated)	1.7	4.1	-0.2	18.1	14.8	16.4	-18.1	5.1	-3.1	-0.7	98.0
Cc1cc(OC(C)C(=O)Nc2ccncc2)ccc1Cl (configuration not stated)	-0.5	-6.2	0.6	31.1	.	4.4	-31.1	17.8	6.2	294.3	121.2
CCC(c1nnc(SCC(=O)Nc2cccnc2Cl)n1-c1ccccc1)N(C)C (configuration not stated)	-0.5	-4.6	-0.2	18.0	7.4	-2.4	-18.0	0.2	2.2	-5.2	85.9
COc1ccc(N/C=C2\CCc3ccccc3C2=O)cc1	19.1	0.7	-5.7	-33.4	-46.9	11.8	33.4	95.1*	-3.8	107.3	109.7
CCOc1ccccc1-n1c(CN2CCN(C(=O)c3ccco3)CC2)nc2ccccc2c1=O	-0.5	2.2	-0.6	12.8	-79.4	3.5	-12.8	-0.8	-7.6	-6.5	.
CN(CCOc1ccc(F)cc1)Cc1ccccc1	-0.1	1.3	2.2	-1.1	-4.3	1.2	1.1	14.7	-8.1	-3.7	103.9
CCc1cc(=O)oc2c(C)c(O[C@@H]3O[C@H](CO)[C@@H](O)[C@H](O)[C@H]3O)ccc12	-0.1	-5.0	1.6	25.0	17.9	-14.0	-25.0	-0.2	-0.3	-12.9	89.9
CN(C)S(=O)(=O)c1ccc(C(=O)NCCN2C(=O)S/C(=C\c3cccnc3)C2=O)cc1	-1.0	-3.2	1.7	7.8	-0.6	0.0	-7.8	-2.0	-7.3	-15.3	103.6
Other records.
SMILES	CDK5 inh	PKA-R2B act	PKA-R1A act	SR-BI uptake up	MITF TRPM1 HTS	Arrestin-AP2 inh	SR-BI HDL uptake	NSD2 HMT inh	dFosB activator	SUMO Mot1 rescue	Pemphigus Ab inh
C=CCn1c(SCC(=O)Nc2ccc(OC)cc2)nc2c([nH]c3ccccc32)c1=O	1.2	-8.3	10.2	-20.6	-6.9	22.3	20.6	9.8	3.5	11.3	100.2
Cc1cccc(N2CCN(C(=O)CCNS(=O)(=O)c3cccs3)CC2C)c1 (configuration not stated)	-2.6	-0.3	-0.1	.	11.4	15.7	.	0.6	-5.4	2.2	111.9
Cc1ccc2cc(C)c(Sc3nnnn3-c3ccccc3)nc2c1	0.5	-6.8	5.2	-54.8	-11.3	-6.0	54.8	-3.7	-2.6	1.1	98.0
CC1=NN(/C(=N\c2nnc(C)s2)Nc2ccc(C)cc2)[C@H](c2ccc(C)cc2)S1	0.2	4.6	-9.3	-7.0	0.7	-3.4	7.0	11.8	-1.9	-2.4	99.4
Cc1ccc(NC(=O)Nc2cnc3ccccc3c2)cc1	-0.2	7.9	-10.3	.	?	2.4	.	-2.3	0.1	6.6	99.1
COC(=O)C1(S(=O)(=O)c2cc(Br)cc3c2N(C(C)=O)CC3)CC1	-0.4	-3.7	-1.7	31.2	.	8.7	-31.2	.	-7.4	1.4	107.1
Cn1c(-c2ccccc2)cnc1SCC(=O)N1CCCCC1	0.3	-4.7	-5.5	18.8	-45.1	28.1	-18.8	-0.8	0.1	-4.7	120.0
Cc1[nH]c2ccccc2c1/C=C(\C#N)S(=O)(=O)c1ccccc1	-0.5	-10.0	-6.6	9.2	10.8	-12.0	-9.2	-0.2	9.9	-10.1	99.8
CCOC(=O)/C(C#N)=C1/C=C(C)c2ccccc2N1	-0.7	-1.0	-3.5	-16.2	2.0	16.6	16.2	-1.0	-1.2	1.4	99.0
Cc1ccc(/C=N/Nc2ccc(F)cc2F)s1	0.1	-7.4	8.1	-27.2	?	1.8	27.2	-5.7	-3.5	17.5	96.2
O=C(COc1ccc(S(=O)(=O)N2CCCCC2)cc1)N1CCOCC1	0.6	0.0	-9.0	0.5	0.6	6.0	-0.5	-1.0	1.0	7.0	117.2
CC(=O)Nc1cc(-c2ccc(Cl)cc2)nn1-c1ccccc1	1.7	1.9	5.9	.	12.0	15.6	64.0	-0.6	-6.4	-8.5	107.2
Nn1c(SCc2cccc(C(F)(F)F)c2)nnc1-c1ccco1	-0.8	-9.1	1.4	-5.5	.	18.4	5.5	5.9	1.5	-26.6	101.3
COc1ccc(CCn2nnnc2C(C(C)C)N2CCC(C(N)=O)CC2)cc1OC (configuration not stated)	0.6	-1.8	-7.1	3.2	0.1	0.9	-3.2	0.1	3.1	130.4	77.9
O=C1CC(c2c(F)cccc2Cl)C(n2cncn2)C(O)=C1C1NCCc2ccccc21 (configuration not stated)	0.0	-0.1	-2.5	-8.9	-0.2	4.0	8.9	-2.8	1.9	0.9	111.5
CCCCN(C(=O)CSCC(=O)Nc1ccc(OC)cc1)c1c(N)n(CCC)c(=O)[nH]c1=O	-0.8	1.3	-8.1	16.5	-3.3	-2.6	-16.5	.	-10.5	53.3	100.8
O=C(CSc1nccn1Cc1ccccc1)Nc1nccs1	-1.6	-4.7	-4.5	-2.7	23.0	5.2	2.7	2.1	8.8	0.1	102.8
CCCc1nc(SCC(=O)N2CCC(C)CC2)c2c(=O)n(C)c(=O)n(C)c2n1	0.0	0.8	1.9	.	1.2	-16.3	.	-0.3	-7.7	-15.2	98.4
COc1ccc(Cl)cc1N(CC(=O)N1CCCC1)S(=O)(=O)c1ccc(C)cc1	-0.4	11.8	-3.4	.	4.1	-6.4	.	-2.4	-5.3	-10.9	.
Cc1csc(=O)n1CC(=O)OCC(=O)c1ccc(Br)cc1	-1.0	1.0	-2.1	22.1	-2.9	-5.6	-22.1	-0.1	-4.8	-6.1	107.0
O=[N+]([O-])c1ccc(CN2CCCCCC2)cc1	-0.4	-0.9	1.7	15.2	.	-5.7	-15.2	3.2	-0.1	22.4	116.7
O=C(NC1CSCC1OC(=O)c1ccccc1)c1ccccc1 (configuration not stated)	-0.8	2.3	-11.0	13.4	-16.7	0.2	-13.4	-2.1	1.5	82.5	96.6

Compounds as they come. About 4.7% of those tested had a hit in this group.
